Screening data: PubChem, Broad Institute
PGC1a acetyl inh – inhibitors of PGC1a acetylation signal, primary screen, cell-based, U2OS, AlphaScreen, inhibitor mode; AlphaScreen anti-acetyl-lysine; with virally co-expressed GCN5 acetyltransferase; inhibition, % at 15.6 µM; actives 0.17% (n = 350,000);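 active means every replicate shows inhibition of at least 40%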;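 further: 0% = neutral control wells and 100% = positive control wells; some results beyond the cut were filed as inactive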
miR-122 sensor – miR-122 Renilla sensor signal increase in Huh7, primary screen, miR-122 inhibitor project, cell-based, single point, plate reader; actives 0.3% (n = 340,000); activation (reporter increase), % at 12.5 µM; Huh7 miR-122 Renilla luciferase sensor, 48 h; neutral wells = 0, positive control = 100;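 active means mean replicate activation score at least 90 and every replicate individually at or above 90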;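 further: higher luciferase means less miR-122 activity so hits act as miR-122 inhibitors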
An asterisk follows results filed as active.

SMILES	PGC1a acetyl inh	miR-122 sensor
Cc1cc(NC(=O)COc2ccc(Cl)cc2Cl)n(CCC#N)n1	-6	-2
COc1ccc(CNC(=O)Cn2c(=O)oc3ccccc32)cc1OC	8	-3
CCC(c1nnnn1Cc1ccccc1)N(Cc1cc2cc(OC)ccc2[nH]c1=O)CC1CCCO1 (stereo not drawn)	-13	7
Cc1cc(NS(=O)(=O)c2ccc(NC(=O)COc3ccc(Cl)cc3)cc2)no1	-9	0
CCOC(=O)c1nnc(-c2ccccc2)nc1Oc1ccccc1Cl	-4	-10
Cc1cccc(NC(=O)c2cc(N3C(=O)CCC3=O)ccc2Cl)n1	4	-8
CC(C)(C)c1cnnn1-c1ccc(C=O)cc1	0	-3
CC(C)=CC1C(C(=O)Nc2ccc(Br)cn2)C1(C)C (stereo not drawn)	-16	-4
CCOC(=O)c1nnc2cc(-c3ccc(Br)cc3)nn2c1C	-10	-3
Cc1cccc(Cn2c(SCCO)nc3c2c(=O)n(C)c(=O)n3C)c1	0	-3
COC(=O)c1ccc(COc2ccc(C3C4=C(CCCC4=O)Nc4onc(C)c43)cc2)cc1 (stereo not drawn)	-3	-4
CCc1ccc(C2=NN(c3ccc(S(N)(=O)=O)cc3)C(c3ccc(F)cc3)C2)cc1 (stereo not drawn)	-5	3
Cc1ccc(NC(=O)c2ccc(Cl)c(N3C(=O)C=CC3=O)c2)cc1	2	-6
CC(=O)N1CCN(c2ccc(N=Cc3c(O)n(Cc4ccccc4)c(=O)[nH]c3=O)cc2)CC1	0	-2
CCc1cccc(OCCCCNCCOC)c1	0	-6
N/C(=N\OC(=O)Nc1ccc(Cl)c(Cl)c1)c1ncc(C(F)(F)F)cc1Cl	-6	-3
Cc1n[nH]c(C)c1SCC(=O)Nc1ccc(F)cc1	5	-1
Cc1csc(N(C(=O)c2cccc(S(=O)(=O)N3CCCC3)c2)c2ccccc2)n1	-19	3
COc1ccc(/C=N/NC(=O)CCCOc2ccc(Cl)cc2Cl)cc1[N+](=O)[O-]	-39	-1
O=C(Nc1ccc(Cl)cc1)C1=Cc2cc(Cl)ccc2OC1	0	4
C=CCOn1c(C)c(C(C)=O)c2c3nonc3ccc21	12	9
CCC(C)c1ccc(S(=O)(=O)N2CCN(C(=O)COc3ccc4c(C)cc(=O)oc4c3)CC2)cc1 (stereo not drawn)	-3	-14
O=C1CC(=C(c2ccccc2)c2ccccc2)C(=O)N1CCCCN1CCN(c2cccc(Cl)c2)CC1	-13	1
Cc1nc2c3cnn(-c4ccc(C)c(C)c4)c3ncn2n1	8	-5
CCOC(=O)c1ccc(NC(=O)CN(Cc2ccc(Cl)cc2)S(C)(=O)=O)cc1	0	11
CSc1nc(Oc2ccc3ccccc3c2)c2sccc2n1	-15	17
CC(=O)c1ccc(NC(=O)CCC(=O)OCC(=O)c2cccc([N+](=O)[O-])c2)cc1	-2	-5
COc1cc2c(cc1NC(=O)c1cccc([N+](=O)[O-])c1)oc1ccccc12	-11	6
CCOC(=O)c1c(C)nc(-c2ccccc2)nc1NC(=O)CC	-12	4
CS(=O)c1ccccc1-c1nc(-c2cc(C(F)(F)F)cc(C(F)(F)F)c2)no1 (stereo not drawn)	-8	-4
O=C(c1csc2ccccc12)N1CCCCCC1	-14	1
COc1cc(NS(=O)(=O)c2ccc(C)cc2)c2ncccc2c1	-31	79
Cc1cc(C(=O)CSc2nnc(-c3ccc(F)cc3)o2)c(C)n1CC1COc2ccccc2O1 (stereo not drawn)	-4	-6
COC(=O)C1=C(N)c2c(F)cccc2C1(C#N)c1ccccc1 (stereo not drawn)	29	1
COc1cc2c(cc1OC)C(C(=O)Nc1cccc(C)n1)C(c1cccnc1)N(C)C2=O (stereo not drawn)	-2	-7
Cc1nn(C(=O)C(C)N2C(=O)c3ccccc3C2=O)c(C)c1Br (stereo not drawn)	12	2
CCCCn1cnc2c([nH]c3ccccc32)c1=O	4	0
C(=C\c1ccccc1)/C=N/Nc1nc(N2CCOCC2)nc(N2CCOCC2)n1	6	3
Cc1nn(-c2ccc(C(F)(F)F)cn2)c(C)c1Oc1ccccc1O	7	6
Cc1ccc(NC(=S)NCc2cccs2)cc1	10	37
CC(C)OC(=O)CSc1nnc(-c2cnccn2)n1C	7	1
Cc1nn(-c2ccccn2)c2c1-c1nc(N3CCOCC3)ncc1CC2	-2	-7
CN(C)CC(C(=O)c1ccccc1)c1ccccc1 (stereo not drawn)	139*	44
COc1cc(NC(=O)C2CC(c3cccc(OC)c3OC)=NO2)cc(OC)c1OC (stereo not drawn)	4	4
O=C1CCC(/C=C/c2ccccc2)=NN1Cc1ccc(Cl)c(Cl)c1	-1	-2
COC(=O)c1ccc(COc2cccc(OC)c2)o1	0	-1
CCOCCCNC(=O)c1cccs1	3	-3
CCCCCc1c(C)nc(N2CCc3ccccc32)[nH]c1=O	-2	-11
Cc1nn(-c2ccccc2)c(C)c1/C=N\N1CCN(c2ccc(Cl)cc2)CC1	1	1
O=C(Nc1nnc(-c2ccccc2Cl)o1)c1cccnc1	7	10

Next section
SMILES	PGC1a acetyl inh	miR-122 sensor
CCN(C(=O)CSc1nnc(Cc2cccc3ccccc23)n1N)C1CCS(=O)(=O)C1 (stereo not drawn)	-5	-6
NC(=O)c1ncc(C(F)(F)F)cc1Oc1ccc(C(F)(F)F)cc1	18	5
Cc1ccc(C(=O)NC(=S)Nc2ccc(S(=O)(=O)N3CCN(C)CC3)cc2)cc1	-5	9
CC(C1CC1)N(C(=O)NC1CCS(=O)(=O)C1)c1ccccc1 (stereo not drawn)	-7	-8
O=C(NCCCN1CCCCC1)c1ccc2c(c1)NC(=O)C(N1CCCCC1)S2 (stereo not drawn)	-8	-1
Cc1cc2c(=O)[nH]cnc2s1	4	2
CCCn1c(N)c(C(=O)CSc2nc(C)cs2)c(=O)[nH]c1=O	-16	-4
O=C(CSc1nnc(C2CCCCC2)n1-c1ccccc1)NCc1ccco1	3	-2
O=C(Nc1ncnc2sc3c(c12)CCCCC3)c1ccco1	1	8
COc1ccc(N=C2SC(C(=O)O)CC(=O)N2C)cc1 (stereo not drawn)	-3	-10
OCCSc1nncn1/N=C/c1c[nH]c2ccccc12	-4	1
O=C(Nc1cccc2ccccc12)c1cnccn1	-33	-3
Cn1c(=O)[nH]c(=O)c2c1nc(NCCCn1ccnc1)n2CCOc1ccccc1	-8	-6
CCOc1ccc(CCNC(=O)CN2CCN(Cc3ccc(F)cc3)C2=O)cc1OCC	-15	-4
COc1cccc(Nc2nc(-c3ccc4c(c3)OCCO4)cs2)c1	14	11
CCC(=O)c1cc2c(cc1NC(=O)c1ccc(C)cc1)OCCO2	0	2
COc1ccc(N2CCN(C3CC(=O)N(C)C3=O)CC2)cc1 (stereo not drawn)	-3	-2
COc1ccc(-c2cc(-c3ccccc3O)[nH]n2)cc1	-8	18
Cc1ccc(CCN2CC(C(=O)NCCCN3CCCCCC3)CC2=O)cc1 (stereo not drawn)	8	6
CCOC(=O)CS(=O)(=O)c1ccc(C(F)(F)F)cn1	-39	11
CCOC(=O)C(C(=O)OCC)c1cc(Br)c2noc3c2c1C(=O)c1ccccc1-3	-5	2
CC1CN(c2oc(Cc3cccc4ccccc34)nc2C#N)CC(C)O1 (stereo not drawn)	-1	-3
CC(C)OCCCNC(=O)c1cccs1	-3	5
CCCc1cc(=O)[nH]c(SCC(=O)N(CC)C2CCS(=O)(=O)C2)n1 (stereo not drawn)	8	0
CCCOC(=O)CSc1nnc(-c2ccc(Cl)cc2Cl)o1	-3	-3
O=C(c1nc2ncccn2n1)N1CCN(c2ccccc2)CC1	4	-1
CC(=O)C1=C(C)NC(SCC(N)=O)=C(C#N)C1C (stereo not drawn)	8	2
COCC(C)n1c(C)cc(C(=O)COC(=O)c2n[nH]c3ccccc23)c1C (stereo not drawn)	-10	8
O=C(Nc1ccc2c(c1)Cc1ccccc1-2)c1cc2ccccc2o1	-3	-1
Cc1cc2nnc(SC(C)C)n2c2ccccc12	-2	0

With a hit mark in PGC1a acetyl inh, of those listed so far:
SMILES	PGC1a acetyl inh	miR-122 sensor
CN(C)CC(C(=O)c1ccccc1)c1ccccc1 (stereo not drawn)	139*	44

Whole records as entered above. Order of values: PGC1a acetyl inh | miR-122 sensor
Shown for `O=C(Nc1ccc2c(c1)Cc1ccccc1-2)c1cc2ccccc2o1` = -3 | -1
Shown for `CC(C)OCCCNC(=O)c1cccs1` = -3 | 5
Shown for `CC1CN(c2oc(Cc3cccc4ccccc34)nc2C#N)CC(C)O1` (stereo not drawn) = -1 | -3
Shown for `COCC(C)n1c(C)cc(C(=O)COC(=O)c2n[nH]c3ccccc23)c1C` (stereo not drawn) = -10 | 8
Shown for `O=C(c1nc2ncccn2n1)N1CCN(c2ccccc2)CC1` = 4 | -1

Next entries follow:
SMILES	PGC1a acetyl inh	miR-122 sensor
Cc1nnc(C)c2c(C)n(C(C)c3ccccc3)c(C)c12 (stereo not drawn)	-9	-1
CCOc1ccc2nc(NC(=O)CCC(=O)c3cccs3)sc2c1	-8	-7
CN(NC(=O)c1cccc(Cl)c1)c1nc(-c2ccccc2)nnc1C(F)(F)F	-8	3
Cc1ccc(S(=O)(=O)N2CCN(C(C)C(=O)N3CCCc4ccccc43)CC2)cc1 (stereo not drawn)	-16	-4
N=c1c(C(=O)NCc2ccco2)cc2c(=O)n3ccccc3nc2n1CCc1ccccc1	-17	8
CCOc1ccc(C(O)c2nccn2Cc2ccccc2)cc1 (stereo not drawn)	3	-6
Cc1cc(C)nc(SCC(=O)OCN2C(=O)c3ccccc3C2=O)n1	-67	-5
O=C(Nc1ccc(Cl)cc1)N1CCc2[nH]c3ccccc3c2C1	-20	11
COc1cc(/C=N/N2CCN(C3c4ccccc4-c4ccccc43)CC2)ccc1O	-7	-3
COc1cc(-c2nc(-c3ccc4c(c3)-c3ccccc3S4(=O)=O)c(-c3ccccc3)[nH]2)cc(OC)c1OC	0	-10

Molecules listed so far with a CF3 group:
SMILES	PGC1a acetyl inh	miR-122 sensor
N/C(=N\OC(=O)Nc1ccc(Cl)c(Cl)c1)c1ncc(C(F)(F)F)cc1Cl	-6	-3
CS(=O)c1ccccc1-c1nc(-c2cc(C(F)(F)F)cc(C(F)(F)F)c2)no1 (stereo not drawn)	-8	-4
Cc1nn(-c2ccc(C(F)(F)F)cn2)c(C)c1Oc1ccccc1O	7	6
NC(=O)c1ncc(C(F)(F)F)cc1Oc1ccc(C(F)(F)F)cc1	18	5
CCOC(=O)CS(=O)(=O)c1ccc(C(F)(F)F)cn1	-39	11
CN(NC(=O)c1cccc(Cl)c1)c1nc(-c2ccccc2)nnc1C(F)(F)F	-8	3

The listing continues:
SMILES	PGC1a acetyl inh	miR-122 sensor
CCn1cc(C(=O)NCc2cccnc2)c(=O)c2cc(F)c(N3CCN(C(=O)c4ccco4)CC3)cc21	3	-3
CCN(CC)CCCNc1oc(-c2ccc(OC)c(OC)c2)nc1C#N	1	-7
O=C(CCCOc1ccccc1)Nc1ccc(S(=O)(=O)Nc2ccccn2)cc1	-1	3
O=C(Nc1ccccc1F)c1ccc(-n2cncn2)nc1	-25	-4
O=C(Oc1ccc(-c2cnc3ccccc3n2)cc1)c1ccc(Cl)c([N+](=O)[O-])c1	8	0
CC(C)(C)C(=O)Nc1nc(C2CCCN2S(=O)(=O)c2ccc(Cl)cc2)cs1 (stereo not drawn)	-8	2
O=c1c2ccsc2ncn1Cc1ccccc1F	-3	4
CCn1c(=O)c(C(=O)NCCCO)c(O)c2ccccc21	2	-7
O=C1OC2CCC1(c1ccccc1)C2 (stereo not drawn)	-2	-4
O=C(CSc1nnc2ccccn12)NCCN1C(=O)CSC1=O	-11	2

Overlap with the part before: three compounds; new compounds follow.
SMILES	PGC1a acetyl inh	miR-122 sensor
CCn1c(=O)c(C(=O)NCCCO)c(O)c2ccccc21	2	-7
O=C1OC2CCC1(c1ccccc1)C2 (stereo not drawn)	-2	-4
O=C(CSc1nnc2ccccn12)NCCN1C(=O)CSC1=O	-11	2
CCCCc1nc2ccccc2c(NC(=O)CN2CCCC2)c1CCC	-3	1
COCCCn1cc(C(=O)c2cc(OC)ccc2OCC(=O)Nc2cc(C)on2)cc(C#N)c1=O	5	-3
CN(C)c1ccc(/C=C2\NC(=S)N(Cc3ccccc3)C2=O)cc1	-21	-5
CCOC(=O)c1[nH]c2ccc(OC)cc2c1C	14	-2
Cn1nnnc1SCC(=O)NCCc1ccc(Cl)cc1	-2	-1
COc1cc2c(cc1NC(=O)c1ccncc1)oc1ccccc12	-4	18
CCC(CC)NC(=O)Cc1ccccc1[N+](=O)[O-]	-1	-4
CN=c1scc(C)n1/N=C/c1ccc2c(c1)OCO2	13	-4
CC(C)(C)NC(=O)C(=O)N/N=C/c1ccc(Br)cc1	4	-5
O=C(Nc1ccc(-c2noc(-c3cccs3)n2)cc1)c1cccnc1	-137	-7
O=c1[nH]n(-c2ncnc3c2cnn3-c2ccccc2)c(=O)c2ccccc12	7	4

Only part of the results is shown; rates above refer to the full screens.
